Assay outcomes: PubChem, several laboratories
ZTA DNA inh: counter-screen for EBNA-1 inhibitors: inhibitors of Epstein-Barr virus ZTA. ZTA-DNA binding, fluorescence polarization. inhibition, % at 11 µM. hit rate 0.15% among 320,000. AID 2234; in the data active = inhibition above about 33%
Target sequence (P03206 whole entry, looked up): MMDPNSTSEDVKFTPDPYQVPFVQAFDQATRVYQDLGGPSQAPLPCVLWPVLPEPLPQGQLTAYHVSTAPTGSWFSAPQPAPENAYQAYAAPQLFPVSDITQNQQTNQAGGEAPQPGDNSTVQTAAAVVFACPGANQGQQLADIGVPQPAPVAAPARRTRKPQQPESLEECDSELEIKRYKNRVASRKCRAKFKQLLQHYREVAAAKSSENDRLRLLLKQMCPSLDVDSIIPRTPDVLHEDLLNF
PP1 counter: blocks human PP1-alpha phosphatase, a PP5 counter-screen; purified PP1alpha, OMFP fluorescence; inhibition, % at 6.7 µM; AID 2235; hit rate 0.9% among 320,000; P62136;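 active = inhibition above the mean inhibition of all tested compounds plus 3 SD, computed separately for each screening campaign, cut at about 15% in these data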
CTSL1 counter: cathepsin L1 inhibition, PFM18AAP counter-screen. AID 1906. inhibition, % at 5.96 µM. recombinant F. hepatica cathepsin L1, Z-Leu-Arg-MCA fluorescence. hit rate 0.49% among 300,000;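 active = inhibition above the mean of all tested compounds plus 3 SD, set per screening campaign, cut at about 17% in these data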;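 also: 0% = plate median of test compound wells and 100% = 1 µM Z-Phe-Ala-diazomethylketone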
EBNA-1 inhibitor: blocks EBNA-1 binding to DNA | EBNA-1 DNA binding, fluorescence polarization | inhibition, % at 14.8 µM | hit rate 0.34% among 300,000 | AID 1950; in the data active = inhibition above about 28%
TPT1 inh: C. albicans TPT1 enzyme inhibition; inhibition, % at 5 µM; recombinant caTPT1, FP RNA substrate dephosphorylation; hit rate 0.81% among 300,000;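 active = inhibition above the mean of all tested compounds plus 3 SD, set per screening campaign, cut at about 24% in these data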;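 also: plate controls were DMSO alone for no effect and ferristatin control at 100 nM for full effect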
PP5 primary: inhibitors of human protein phosphatase 5 (PP5); AID 1987; hit rate 0.18% among 320,000; purified PP5c, OMFP substrate fluorescence; inhibition, % at 6.7 µM;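 active = inhibition above the campaign's mean inhibition across all tested compounds plus 3 SD, cut at about 9.5% in these data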;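 also: 0% = DMSO only and 100% = 100 µM cantharidin control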
Target sequence (P53041 whole entry, looked up): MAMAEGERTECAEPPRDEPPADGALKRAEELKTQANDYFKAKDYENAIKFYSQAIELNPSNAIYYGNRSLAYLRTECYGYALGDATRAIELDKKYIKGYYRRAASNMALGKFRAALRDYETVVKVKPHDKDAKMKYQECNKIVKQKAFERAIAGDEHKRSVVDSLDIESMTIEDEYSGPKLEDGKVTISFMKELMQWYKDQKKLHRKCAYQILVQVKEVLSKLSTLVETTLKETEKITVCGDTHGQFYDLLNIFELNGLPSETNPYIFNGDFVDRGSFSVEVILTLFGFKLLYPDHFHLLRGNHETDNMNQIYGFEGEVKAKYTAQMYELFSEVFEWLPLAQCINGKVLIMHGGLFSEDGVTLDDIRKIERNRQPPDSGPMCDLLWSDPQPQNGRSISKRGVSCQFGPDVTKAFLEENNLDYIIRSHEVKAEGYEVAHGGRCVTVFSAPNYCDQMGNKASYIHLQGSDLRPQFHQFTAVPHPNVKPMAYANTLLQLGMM
core dimer inh: HCV core protein dimerization inhibition; TR-FRET GST/Flag-core106 dimerization, 1536-well; AID 1899; inhibition, % at 5 µM; hit rate 0.33% among 300,000;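 active = inhibition above the mean of all tested compounds plus 3 SD, set per screening campaign, cut at about 45% in these data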
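Assay system – GST-tagged and Flag-tagged HCV core protein residues 1-106 · Quantity – core106 proteins, GST 13.5 nM and Flag 17 nM · Benchmarks – unlabelled core106 and no-GST-core106 wells · Read-out basis – percent inhibition of core106 dimerization signal · Detection – time-resolved FRET, ex 340 nm, em 617 and 671 nm · Schedule – 4 h at 22.5 °C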
PREPL inhibitor: inhibitors of human prolyl oligopeptidase-like enzyme PREPL | Q4J6C6 | recombinant PREPL, fluorescence polarization activity-based probe | inhibition, % at 5.96 µM | hit rate 0.68% among 320,000 | AID 2751; in the data active = inhibition above about 43%;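 also: 0% = enzyme with DMSO and 100% = wells lacking enzyme; many of its hits are not listed in these tables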
Efflux pump mplx: inhibitors of Candida antifungal efflux pumps expressed in yeast; AID 485275; inhibition, % at 10 µM; S. cerevisiae Candida pump triplex, Nile Red efflux; hit rate 0.44% among 330,000;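 active = plate passing quality check with inhibition over a set limit, or well fluorescence over plate mean plus 4 SD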;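 also: Nile Red retained in pooled yeast measured as flow cytometry median fluorescence; 0% = buffer negative control and 100% = Enniatin B positive control; higher means more Nile Red kept so more efflux inhibition; some compounds called inactive have numbers as strong as hits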
Starred values were filed as active, the others as inactive; / = not tested or not shown. Only part of the results is shown; rates above refer to the full screens.

#1 Cc1ccc(CC2SC(=Nc3ccccc3)N(c3ccccc3)C2=O)cc1 (centres undefined)
#2 COC(=O)Cn1c(=NC(=O)CN2C(=O)CCC2=O)sc2cc(S(N)(=O)=O)ccc21
#3 CCCC(C)c1nnc(NC(=O)C2CC(=O)N(c3ccc(OCC)cc3)C2)s1 (centres undefined)
#4 CCOC(=O)[C@H]1[C@H]2COc3ccc(OC)cc3[C@@H]2N2C(=O)CN(CCc3c[nH]c4ccccc34)C(=O)[C@@]12C
#5 CC(C)[C@H](NC(=O)C1CCN(S(=O)(=O)c2ccccc2)CC1)C(=O)NCc1ccco1
#6 CC12CN(C(=S)Nc3ccccc3)CC(C)(CN(C(=S)Nc3ccccc3)C1)C2=O
#7 CCN(CC)CCN1C(=O)c2oc3ccccc3c(=O)c2C1c1ccc(F)cc1 (centres undefined)
#8 O=C(O)CCCC(=O)N1N=C(c2ccco2)CC1c1ccco1 (centres undefined)

screen / no.,1,2,3,4,5,6,7,8
PP5 primary,3.0,-1.1,-0.6,0.8,2.2,1.3,2.9,1.9
PREPL inhibitor,-13,4,3,16,4,9,9,3
TPT1 inh,-1,2,3,/,0,2,1,-3
core dimer inh,-1,-3,6,/,4,-3,-3,-3
Efflux pump mplx,-0.1,-0.2,0.0,-0.1,0.0,-0.2,-0.1,-0.2
CTSL1 counter,2,2,0,/,4,3,-1,2
EBNA-1 inhibitor,5,6,-7,/,0,5,-6,12
PP1 counter,3,0,1,-4,-4,-4,1,-2
ZTA DNA inh,28,8,-1,-31,12,1,-9,-9

#9 COC(=O)CCN(c1ccccc1)S(=O)(=O)c1ccc(OC)cc1
#10 COC(=O)C1=NN(N=O)C2(CC(=O)N(c3cc(C)cc(C)c3)C2=O)C1 (centres undefined)
#11 CC(C)(C)c1ccc2c(c1)N(CC(=O)N1CCOCC1)C(=O)CO2
#12 O=C(c1ccccc1-c1nc(-c2ccccc2Cl)no1)N1CCOCC1
#13 Cc1c(NC(=O)Nc2cc(F)c(F)cc2Cl)c(=O)n(-c2ccccc2)n1C
#14 COc1ccc(CNC(=O)C(C)Sc2nc3ccccc3c(=O)n2CC2CCCO2)cc1 (centres undefined)
#15 Cc1cc(Nc2ccc(F)cc2Cl)n2nc(C)nc2n1
#16 CNC(=O)c1c(NC(=O)c2cc(-c3cc(C)c(C)cc3O)n[nH]2)sc2c1CCCC2

screen / no.,9,10,11,12,13,14,15,16
PP5 primary,2.4,4.8,0.1,1.2,-0.8,4.8,0.0,0.0
PREPL inhibitor,-3,-10,0,7,-7,16,2,-6
TPT1 inh,-4,2,-1,-1,0,/,-2,4
core dimer inh,2,-8,8,-5,2,/,-8,-2
Efflux pump mplx,0.1,-0.3,0.0,-0.1,0.0,-0.2,0.0,-0.1
CTSL1 counter,-7,0,-1,3,-4,/,-3,-3
EBNA-1 inhibitor,-3,0,13,7,-4,/,6,3
PP1 counter,-4,4,-1,-4,-3,-4,-3,-2
ZTA DNA inh,-3,-9,5,-12,13,-21,4,7

#17 COc1ccc(-c2noc3c2-c2nc(-c4cccc(C)c4)sc2CC3)cc1
#18 CCn1cc(CN2CCN(CCc3ccccc3)C(CCO)C2)c(C)n1 (centres undefined)
#19 CCCC[n+]1ccn(C2=C([O-])c3ccccc3C(=O)/C2=N\S(=O)(=O)c2ccc(Br)cc2)c1
#20 O=C(CN1CCOCC1)Nc1ncc(Br)cc1Br
#21 CCCC(C(=O)NC(C)(C)C)N(CCN1CCOCC1)C(=O)CNS(=O)(=O)c1ccccc1 (centres undefined)
#22 COc1cccc(-c2ccc(C#N)c(SCC(=O)NCc3ccco3)n2)c1
#23 CCOC(=O)C(Cc1c[nH]c2ccccc12)NC(=O)c1ccccc1Br (centres undefined)
#24 CCC(=O)c1ccc(OCC(=O)OCC(=O)N2CCc3ccccc3C2)cc1

screen / no.,17,18,19,20,21,22,23,24
PP5 primary,0.3,-2.2,-2.0,1.1,0.3,-2.8,1.6,0.5
PREPL inhibitor,-2,5,29,-1,0,5,-6,-4
TPT1 inh,-3,-2,0,-2,0,0,0,/
core dimer inh,-7,-5,-9,-2,0,15,9,/
Efflux pump mplx,0.0,-0.1,-0.5,0.0,0.2,-0.1,-0.2,0.0
CTSL1 counter,-1,-2,7,2,1,-3,0,/
EBNA-1 inhibitor,2,7,2,-5,-5,-2,1,/
PP1 counter,-3,-4,1,-6,-3,-1,-1,-5
ZTA DNA inh,-6,4,20,-4,6,13,-1,6

#25 CS(=O)(=O)NCCOc1ccc(S(=O)(=O)NCCOc2ccccc2)cc1
#26 COCCCNC(=O)C1CCCN(S(C)(=O)=O)C1 (centres undefined)
#27 O=C(O)c1cccc(-n2cc(-c3cccc(C(F)(F)F)c3)cn2)c1
#28 CC1CCCCC1NC(=O)CO/N=C/c1ccccc1OC(F)F (centres undefined)
#29 CC(=O)Nc1ccc(Oc2nc(-c3ccccn3)nc3ccccc23)cc1
#30 CCN(CC)S(=O)(=O)c1ccc(N(C)Cc2cccnc2)nc1
#31 COc1ccc(NC(=O)CN(C)C(=O)c2csc3c2CCCC3)cc1
#32 N#Cc1ccc(C(=O)N(Cc2ccco2)c2c(N)n(Cc3ccccc3)c(=O)[nH]c2=O)cc1

screen / no.,25,26,27,28,29,30,31,32
PP5 primary,-0.8,0.7,0.7,2.9,0.9,-0.3,0.4,0.9
PREPL inhibitor,-20,-6,-10,10,-1,22,3,10
TPT1 inh,-4,-7,-3,1,0,-5,-3,/
core dimer inh,1,-2,3,-7,2,-1,-9,/
Efflux pump mplx,-0.1,0.0,0.2,0.9,0.1,-0.1,-0.1,0.0
CTSL1 counter,1,-6,6,-5,1,-1,-4,/
EBNA-1 inhibitor,2,0,9,-11,5,8,-7,/
PP1 counter,-3,-1,2,-1,1,0,-3,-3
ZTA DNA inh,19,-2,5,-2,5,4,-1,16

#33 Cc1nn(C(C)c2nc(-c3ccccc3)no2)c(C)c1[N+](=O)[O-] (centres undefined)
#34 COc1ccc(CCN2C(=O)CSC2=Nc2ccc(C)cc2C)cc1OC
#35 CC(C)NC(=O)C(=O)NNC(=O)CCc1ccccc1
#36 COc1ccc(C2=NN(C(N)=S)C(c3ccccc3)C2)cc1 (centres undefined)
#37 CCOc1ccc(-c2nc(-c3cccnc3)no2)cc1
#38 CCOc1ccc(-c2cc(CCCC(=O)NCCC(C)C)no2)cc1
#39 COc1ccc(C)cc1S(=O)(=O)N(CC(=O)O)c1ccc(C)cc1
#40 Cc1ccc2cc(C3C(C#N)=C(N)Oc4c3ccc3cccnc43)c(=O)[nH]c2c1 (centres undefined)

screen / no.,33,34,35,36,37,38,39,40
PP5 primary,-8.5,1.9,0.7,6.3,2.8,0.5,3.0,2.7
PREPL inhibitor,11,0,-1,-5,-9,5,8,-3
TPT1 inh,-5,2,-1,-3,-2,-2,-1,6
core dimer inh,-2,-1,-14,-46,4,13,-3,15
Efflux pump mplx,-0.2,0.0,-0.1,-0.1,0.1,-0.1,0.1,-0.1
CTSL1 counter,11,-1,-4,55*,-2,0,-3,0
EBNA-1 inhibitor,-9,-11,-7,-2,7,-4,-8,-12
PP1 counter,-5,-8,-1,3,3,-2,4,13
ZTA DNA inh,-10,-3,-25,-17,5,-4,0,-15

Ordered by length of the SMILES (high to low): some entries from above.
#33 Cc1nn(C(C)c2nc(-c3ccccc3)no2)c(C)c1[N+](=O)[O-] (centres undefined)
#39 COc1ccc(C)cc1S(=O)(=O)N(CC(=O)O)c1ccc(C)cc1
#34 COc1ccc(CCN2C(=O)CSC2=Nc2ccc(C)cc2C)cc1OC
#38 CCOc1ccc(-c2cc(CCCC(=O)NCCC(C)C)no2)cc1
#37 CCOc1ccc(-c2nc(-c3cccnc3)no2)cc1

screen / no.,33,39,34,38,37
PP5 primary,-8.5,3.0,1.9,0.5,2.8
PREPL inhibitor,11,8,0,5,-9
TPT1 inh,-5,-1,2,-2,-2
core dimer inh,-2,-3,-1,13,4
Efflux pump mplx,-0.2,0.1,0.0,-0.1,0.1
CTSL1 counter,11,-3,-1,0,-2
EBNA-1 inhibitor,-9,-8,-11,-4,7
PP1 counter,-5,4,-8,-2,3
ZTA DNA inh,-10,0,-3,-4,5

(list continues)
#41 COc1ccc(/C=C2/SC(=S)N(c3ccc(S(=O)(=O)Nc4nccs4)cc3)C2=O)cc1
#42 O=C(NCC1CCCO1)c1nn2cccnc2c1Cl (centres undefined)
#43 CC1(C)CC(=O)C2=C(C1)Nc1ccccc1NC2c1ccc(F)c(F)c1 (centres undefined)
#44 CC1CN/C(=C\C(=O)c2ccc(Br)cc2)C(=O)N1 (centres undefined)
#45 Cc1nn(CC(=O)NCCN2CCCCCC2)c(=O)c2nn(-c3ccccc3)c(C)c12
#46 CC(C)(C)C1CCC(C(=O)NCC(c2cccs2)N2CCOCC2)CC1 (centres undefined)
#47 O=S(=O)(c1ccc(NC2CCCc3ccccc32)nc1)N1CCOCC1 (centres undefined)
#48 Cc1sc2nc(SCC(=O)N(C)Cc3ccccc3)n(-c3ccccc3)c(=O)c2c1C

screen / no.,41,42,43,44,45,46,47,48
PP5 primary,4.8,-1.3,6.9,3.6,0.5,-0.9,1.9,0.5
PREPL inhibitor,24,1,4,-1,41,4,9,-5
TPT1 inh,2,-8,0,3,0,0,1,4
core dimer inh,24,-3,2,-3,4,8,-5,33
Efflux pump mplx,0.0,-0.2,-0.1,-0.4,0.4,-0.1,-0.1,-0.2
CTSL1 counter,4,0,3,1,3,2,-4,2
EBNA-1 inhibitor,20,-3,10,-5,5,5,-9,4
PP1 counter,10,-1,-1,-1,1,1,1,0
ZTA DNA inh,-13,-7,1,0,-6,6,-20,10

#49 CCOC(=O)c1c(NC(=O)CSc2nnc(-c3ccc(C)cc3)o2)sc(C(C)=O)c1C
#50 CC1(C)CC(=O)c2c(oc3ccc(NS(=O)(=O)c4ccc(C(=O)O)cc4)cc23)C1
#51 CC(=O)O[C@]1(C(C)=O)CC[C@H]2[C@@H]3C=C(C)C4=CC(=O)CC[C@]4(C)[C@H]3CC[C@@]21C
#52 N=C(c1ccc([N+](=O)[O-])cc1)N1CCCCCC1

screen / no.,49,50,51,52
PP5 primary,1.2,-1.9,3.4,-2.1
PREPL inhibitor,12,-2,-9,-4
TPT1 inh,0,-6,0,-2
core dimer inh,-5,0,2,0
Efflux pump mplx,0.0,0.1,0.1,0.0
CTSL1 counter,-4,-1,-1,-3
EBNA-1 inhibitor,-12,8,1,-3
PP1 counter,-6,-2,-2,1
ZTA DNA inh,1,17,1,-1
